GPR151 activ = activates the human receptor GPR151 | Q8TDV0 | PathHunter beta-arrestin GPR151 cells, luminescence | activation, % at 11.2 µM | 650,000 tested, 1% active; in the data active = activation above about 4.9%;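 note: 0% = median of compound wells and 100% = cells with positive control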
Target sequence (Q8TDV0 whole entry, looked up): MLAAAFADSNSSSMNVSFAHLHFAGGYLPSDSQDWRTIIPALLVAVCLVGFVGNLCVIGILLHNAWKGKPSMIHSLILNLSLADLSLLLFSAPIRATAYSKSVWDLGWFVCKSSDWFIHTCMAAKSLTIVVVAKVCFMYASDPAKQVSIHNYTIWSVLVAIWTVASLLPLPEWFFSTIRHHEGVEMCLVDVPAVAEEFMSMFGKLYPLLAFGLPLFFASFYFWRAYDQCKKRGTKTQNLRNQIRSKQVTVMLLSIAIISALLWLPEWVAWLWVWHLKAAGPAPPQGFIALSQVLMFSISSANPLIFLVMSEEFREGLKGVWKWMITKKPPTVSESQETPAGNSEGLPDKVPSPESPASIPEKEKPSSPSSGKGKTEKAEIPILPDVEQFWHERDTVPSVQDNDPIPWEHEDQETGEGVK
FBW7 act = activators of human E3 ligase FBW7; normalized activity (activation), % at 26.1 µM; AlphaScreen FBW7–phospho-cyclin E peptide binding, activator screen; AID 1259310; 650,000 tested, 0.13% active; in the data active = normalized activity above about 1.9%;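 note: purified mutant Fbw7 with reduced substrate affinity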
Target sequence (Q969H0 whole entry, looked up): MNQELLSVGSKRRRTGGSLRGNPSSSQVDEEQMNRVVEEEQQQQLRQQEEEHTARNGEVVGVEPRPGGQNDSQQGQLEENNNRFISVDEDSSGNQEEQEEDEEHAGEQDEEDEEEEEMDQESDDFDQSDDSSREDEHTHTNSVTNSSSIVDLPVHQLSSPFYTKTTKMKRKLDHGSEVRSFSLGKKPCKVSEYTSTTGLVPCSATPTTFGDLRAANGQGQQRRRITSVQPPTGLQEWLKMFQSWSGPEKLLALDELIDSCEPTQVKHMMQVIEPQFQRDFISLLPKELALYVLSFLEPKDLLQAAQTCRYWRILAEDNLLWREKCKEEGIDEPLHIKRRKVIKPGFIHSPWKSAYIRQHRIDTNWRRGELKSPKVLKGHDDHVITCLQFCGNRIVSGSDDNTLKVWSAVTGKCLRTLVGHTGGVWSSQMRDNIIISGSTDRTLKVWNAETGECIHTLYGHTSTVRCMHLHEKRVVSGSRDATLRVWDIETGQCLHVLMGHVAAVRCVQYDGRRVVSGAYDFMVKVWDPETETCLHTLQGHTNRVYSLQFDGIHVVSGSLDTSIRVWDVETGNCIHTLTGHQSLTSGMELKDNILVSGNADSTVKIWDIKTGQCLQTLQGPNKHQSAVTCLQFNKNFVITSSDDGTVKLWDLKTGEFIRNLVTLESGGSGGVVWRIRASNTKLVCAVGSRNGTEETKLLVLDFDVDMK
MITF inh = inhibitors of human MITF | O75030 | AlphaScreen MITF homodimerization, bead proximity signal | inhibition, % at 2.6 µM | 650,000 tested, 0.91% active | AID 1259374; in the data active = inhibition above about 50%;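 note: 0% = vehicle wells with protein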
TEAD-YAP inh = TEAD-YAP interaction inhibition; AID 1259422; HEK-TIYL cells, TEAD-Gal4/YAP UAS-luciferase luminescence; inhibition, % at 9.12 µM; 640,000 tested, 1.4% active; in the data active = inhibition above about 32%;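 note: 0% = median of test compound wells and 100% = reference inhibitor wells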
* marks the source's active call; other numbers are inactive results; / = not tested or not shown.

SMILES	GPR151 activ	FBW7 act	MITF inh	TEAD-YAP inh
Cc1oc(-c2ccccc2)nc1CSc1nc2c(c(=O)[nH]1)CN(Cc1ccc(Cl)cc1)CC2	2.5	0.1	4	2
COc1ccc(C)cc1S(=O)(=O)N1CCN(c2ccc(-c3ccc(C)cc3)nn2)CC1	-1.5	0.1	-4	-6
O=C(Nc1cccc(-c2nc3ncccc3o2)c1)c1ccc(-c2cc(Cl)ccc2Cl)o1	-0.2	0.0	-3	2
CN(C)S(=O)(=O)c1ccc(C(=O)OCC(=O)C(C)(C)C)cc1	-0.4	-0.1	5	12
COc1ccc(Cl)cc1S(=O)(=O)N1CCN(CC(=O)Nc2ccc(C(N)=O)cc2)CC1	0.9	-0.1	0	3
COc1ccc(-c2oc3ncn4nc(-c5ccccc5OC)nc4c3c2-c2ccc(OC)cc2)cc1	1.5	0.0	-23	-6
CCCN(CCC)C(=O)c1cn(-c2cccc(OC)c2)c(=O)c2ccccc12	0.1	0.0	8	2
CC(C)CCC1(C)NC(=O)N(CC(=O)Nc2cc(F)ccc2F)C1=O (stereo not given)	-0.8	0.5	4	-9
O=C(Nc1ccc(F)cc1)c1cccc([N+](=O)[O-])c1	-2.7	0.4	9	9
CN(c1cccc(NS(=O)(=O)c2ccc([N+](=O)[O-])cc2)c1)S(C)(=O)=O	-1.7	0.1	51*	13
COc1ccc(C(=O)c2ccc(Cl)c([N+](=O)[O-])c2)cc1	0.1	-0.4	5	62*
O=C(NCc1cccnc1)c1nnc(Cc2ccc(F)cc2)o1	0.0	0.3	5	2
O=C(Nc1cccc(Cl)c1N1CCN(CC2CC2)CC1)c1ccc(Br)o1	-0.9	-0.1	8	-12
COc1ccc(OC)c(-c2cc(Cl)c3c(c2)CC(CNC(=O)Cn2cncn2)O3)c1 (stereo not given)	0.4	-0.1	-5	-2
O=S(=O)(Nc1ccc(S(=O)(=O)Nc2cccc(Cl)c2Cl)cc1)c1ccc2c(c1)OCCO2	-1.3	0.1	10	-14
CN(C)Cc1ccccc1-c1cccc(OC2CCNCC2)c1	0.6	-0.1	-2	12
O=C(Cn1ncc2c1-c1ccccc1OC2)NCc1ccccc1Cl	-0.3	0.0	-6	-9
Cc1ccc(NC(=O)/C(C#N)=C/c2ccc(C)o2)cc1	-1.2	-0.1	-1	-56
O=C(NC1CCS(=O)(=O)C1)c1cccc(Cl)c1 (stereo not given)	-0.7	-0.1	-7	0
CCOC(=O)N1CCC(NC(=O)C2=C(C)C(=O)OC23CCCCC3)CC1	-0.6	-0.1	-5	0
CCOC(=O)c1sc(NC(=O)CSc2nnnn2-c2ccccc2)nc1C	1.8	0.1	-6	4
NS(=O)(=O)c1ccc(CCNC(=O)CCN2C(=O)c3cccnc3C2=O)cc1	0.1	-0.2	24	2
N#Cc1c(C(F)(F)F)cc(-c2cccs2)nc1SCC(=O)Nc1ccccc1F	0.4	0.1	3	3
CS(=O)(=O)N(CC(=O)N1CCC(Cc2ccccc2)CC1)c1ccc(F)c(Cl)c1	-0.5	0.3	10	7
CC(C)(C)NC(=O)COC(=O)c1cc(Cl)ccc1Cl	-1.6	0.1	9	-6
SMILES	GPR151 activ	FBW7 act	MITF inh	TEAD-YAP inh
COc1ccc(C2CC(=O)C3=C(C2)Nc2ccccc2NC3c2cc(Cl)c(O)c(OC)c2)cc1 (stereo not given)	0.2	0.1	12	2
O=C(Nc1ccc(Cl)cc1F)c1cc(S(=O)(=O)NCc2ccco2)ccc1F	-7.4	0.2	18	5
CCCNC(=O)c1cnc(-c2c(C)noc2C)s1	-0.6	0.4	11	-1
O=C1CSC(c2ccccc2[N+](=O)[O-])N1c1ccccc1F (stereo not given)	1.4	0.2	5	-3
CC1(C)CC(=O)c2sc(NC(=O)c3ccc([N+](=O)[O-])cc3)nc2C1	0.6	0.1	4	5
O=C(Nc1ccc2c(c1)CN(C(=O)CSc1ccccn1)CC2)C1CCCO1 (stereo not given)	-2.2	0.0	4	3
C=CCOC(=O)C1=C(C)NC(=O)NC1c1ccccc1OC (stereo not given)	2.2	-0.1	-1	-6
O=C1CCCN1CCCNc1cc(NCc2cccnc2)ncn1	1.8	-0.2	2	5
NC1=NC(c2cccc(F)c2)CC(=O)N1 (stereo not given)	-1.4	0.7	17	-3
CCCn1c2c(c(O)c(C(=O)Nc3cccc(F)c3)c1=O)CCCC2	1.3	0.0	6	6
CCNC(=O)C(=O)Nc1cc(OC)ccc1OC	1.4	0.1	5	2
O=c1c(-c2cc3ccccc3o2)[n+]([O-])c2ccccc2n1OCc1ccccn1	-0.8	1.0	10	-35
O=C(CCN1CCCCC1)N=Nc1c(O)[nH]c2ccccc12	-0.5	0.0	12	6
Cc1nc(SCc2ccc(F)cc2)c([N+](=O)[O-])[nH]1	-0.4	-0.2	-12	-5
Cc1nc(NCC2CCCO2)nc2c1C(=O)CC(C)C2 (stereo not given)	0.7	0.2	6	1
COCCOC1CCN(c2nncc(-c3cccc(OC)c3)n2)CC1	1.0	0.3	10	-11
O=C(Nc1ccc(F)cc1)Nc1ccc(Cl)cc1	-0.9	0.1	-2	-30
Cn1c2ccc(Br)cc2c2nnc(SCC(=O)O)nc21	0.1	-0.2	0	2
Cc1ccccc1C1=N/C(=C\c2cccn2C)C(=O)O1	0.8	-0.1	6	-4
CC(NC(=O)Cn1ncc2c(Cl)cccc21)c1ccc2c(c1)OCCO2 (stereo not given)	2.1	0.0	-14	-3
COC(=O)C1=C(C)N(C)C(C)=C(C(=O)OC)C1c1ccc([N+](=O)[O-])cc1	0.8	0.0	27	-6
CN(C)c1ccc(/C=N/NC(=O)C2=CCN(Cc3ccccc3)CC2)cc1	-0.3	0.0	-10	8
COCC(=O)Nc1cnn(-c2cccc(C(=O)NCc3ccccc3C)c2)c1	-0.7	0.9	12	-7
C[C@@H](OCc1ccccc1)[C@@H]1NC(=O)[C@H]2CN(C(=O)NC3CCCCC3)CCN2C1=O	2.7	-0.5	80*	-1
NC(=O)CSc1nnc(NC(=O)c2ccccc2Cl)s1	-0.4	-0.1	4	-25

Laid out differently: 12 of the compounds above.
Values run as follows: GPR151 activ, FBW7 act, MITF inh, TEAD-YAP inh
- COc1ccc(C2CC(=O)C3=C(C2)Nc2ccccc2NC3c2cc(Cl)c(O)c(OC)c2)cc1 (stereo not given)
    0.2, 0.1, 12, 2
- O=C(Nc1ccc(Cl)cc1F)c1cc(S(=O)(=O)NCc2ccco2)ccc1F
    -7.4, 0.2, 18, 5
- CCCNC(=O)c1cnc(-c2c(C)noc2C)s1
    -0.6, 0.4, 11, -1
- O=C1CSC(c2ccccc2[N+](=O)[O-])N1c1ccccc1F (stereo not given)
    1.4, 0.2, 5, -3
- CC1(C)CC(=O)c2sc(NC(=O)c3ccc([N+](=O)[O-])cc3)nc2C1
    0.6, 0.1, 4, 5
- O=C(Nc1ccc2c(c1)CN(C(=O)CSc1ccccn1)CC2)C1CCCO1 (stereo not given)
    -2.2, 0.0, 4, 3
- C=CCOC(=O)C1=C(C)NC(=O)NC1c1ccccc1OC (stereo not given)
    2.2, -0.1, -1, -6
- O=C1CCCN1CCCNc1cc(NCc2cccnc2)ncn1
    1.8, -0.2, 2, 5
- NC1=NC(c2cccc(F)c2)CC(=O)N1 (stereo not given)
    -1.4, 0.7, 17, -3
- CCCn1c2c(c(O)c(C(=O)Nc3cccc(F)c3)c1=O)CCCC2
    1.3, 0.0, 6, 6
- CCNC(=O)C(=O)Nc1cc(OC)ccc1OC
    1.4, 0.1, 5, 2
- O=c1c(-c2cc3ccccc3o2)[n+]([O-])c2ccccc2n1OCc1ccccn1
    -0.8, 1.0, 10, -35

Following part.
SMILES	GPR151 activ	FBW7 act	MITF inh	TEAD-YAP inh
Cc1ccc(C2(C)NC(=O)N(CC(=O)N3CCC(C)CC3)C2=O)cc1 (stereo not given)	1.9	-0.5	-6	14
CC(=O)C[n+]1cc2ccccc2cc1C	0.2	0.2	10	6
CC(C)(C)C1(C)OC(=O)C(=Cc2ccco2)C(=O)O1 (stereo not given)	0.8	0.0	-2	10
O=C(Nc1ccccc1C(F)(F)F)NC1(C(=O)N2CCCCC2)CCCCC1	-0.2	-0.1	1	-6
COc1cc2cc(CN(C(=O)c3cnccn3)C3CCCCC3)c(=O)[nH]c2cc1OC	-0.2	-0.3	2	-6
COc1ccccc1-n1cc(CN2CCN(C3CCCC3)C(CCO)C2)cn1 (stereo not given)	2.2	0.0	7	8
O=C(CCC(=O)OCC(=O)c1ccc(Cl)c(Cl)c1)Nc1ccc(F)cc1	0.6	0.6	13	0
O=C1c2ccccc2C(=O)c2c1ccc(C(=O)OCC(=O)N1CCOCC1)c2[N+](=O)[O-]	-1.0	0.0	58*	2
Nc1ccc(-c2n[nH]c(=S)n2-c2ccccc2)cc1	-0.5	-0.2	2	-3
COC(=O)c1c(NC(=O)c2ccc([N+](=O)[O-])c(C)c2)sc(C)c1C	0.2	-0.2	3	-8
CCN1CCCC1CNCc1c(C(=O)O)n(Cc2ccc(F)cc2Cl)c2ccccc12 (stereo not given)	0.7	0.1	-2	-6
CCCCc1nc2cc(NC(=O)NCC)c(C)nc2n1Cc1cccc([N+](=O)[O-])c1	-0.2	0.0	-2	2
COc1cc(/C=C2\C=C(c3ccc(Br)cc3)OC2=O)c([N+](=O)[O-])cc1OC	0.0	-0.2	7	0
O=C1Cc2cc(S(=O)(=O)NC3CCCC3)ccc2N1	0.5	0.1	-5	1
O=C1CSC(=Nc2ccc(-n3cnnn3)cc2)N1	0.1	0.0	1	4
O=C1SC2CS(=O)(=O)CC2N1Cc1ccccc1 (stereo not given)	0.0	0.7	17	10
Cc1cc(=O)c2ccc3ccccc3c2[nH]1	-0.4	-0.2	4	27
CC1(C)C=C2C(=C(O)CC(c3ccccc3)C2(C#N)C#N)C(=O)C1 (stereo not given)	0.3	-0.1	13	3
O=C(NC(=S)c1cccc2ccccc12)N(CCO)c1ccccc1	0.8	0.1	-1	-1
CCOc1ccc(NC(=O)c2ccc(N3CC4CC(C3)c3cccc(=O)n3C4)c(NC(=O)c3ccc(OC)cc3)c2)cc1 (stereo not given)	-0.9	0.1	0	1
CCCCCn1c(=S)[nH]c2cc(C(=O)Nc3ccc(F)c(Cl)c3)ccc2c1=O	0.4	0.0	-10	-5
O=C(CCN1C(=O)/C(=C/c2cccs2)SC1=S)Nc1ccc(O)c(C(=O)O)c1	0.2	0.1	10	6
Cn1nc(SCC(=O)Nc2ccc(S(N)(=O)=O)cc2)sc1=NCc1ccccc1	-0.9	0.0	3	3
O=C(CNC(=S)N(Cc1ccccc1F)C1CCCCC1)NCCN1CCOCC1	-1.4	0.0	-10	3
CC1CCN(Cc2c(O)ccc3c(=O)c(-c4ccc(Cl)cc4Cl)coc23)CC1	0.2	-0.1	-4	8
SMILES	GPR151 activ	FBW7 act	MITF inh	TEAD-YAP inh
O=C(N/N=C/c1cccc(F)c1)C12CC3CC(CC(C3)C1)C2	-0.3	0.3	5	-36
CC(C)C(C(=O)O)N1C(=O)c2cccc3cccc(c23)C1=O (stereo not given)	-1.3	0.4	4	-4
COC(=O)Cn1c(=N)n(CCN2CCCC2)c2ccccc21	1.2	0.0	-9	-5
O=C(CSc1ncnc2c1nnn2Cc1ccc(F)cc1)N1CCOCC1	-1.4	0.2	-1	-2
Cc1ccc(C(=O)Nc2nc3ccccc3n2CCN2CCOCC2)cc1	-0.3	-0.1	5	-48
CCOC(CNC(=O)c1cn(CC)c2nc(C)ccc2c1=O)OCC	1.7	0.0	1	4
CCc1ccc(CN2CCN(Cc3ccc(OC)c(OCc4ccccc4)c3)CC2)cc1	-0.8	-0.2	74*	-1
COc1cc(C(=O)On2c(-c3ccc(Cl)c([N+](=O)[O-])c3)nc3ccccc3c2=O)cc(OC)c1OC	0.4	0.6	22	3
C/C(=N\Nc1nc2ccccc2[nH]1)c1ccccc1Br	0.8	-0.2	-8	15
O=C(NC1(C(F)(F)F)C(=O)Nc2c1c(=O)[nH]c(=O)n2Cc1ccco1)C1CCCCC1 (stereo not given)	-0.2	0.1	11	-5
O=C(NC1CCCC1)C(c1ccc(F)cc1)N(Cc1cccs1)C(=O)c1csnn1 (stereo not given)	-0.8	-0.1	5	14
Nc1c(-c2nc(-c3ccccc3)cs2)c2ccccn2c1C(=O)c1ccc(Cl)cc1	0.6	0.0	-4	-2
CCn1c(COc2ccccc2C)nnc1SCC(=O)N1CCC(C)CC1	0.1	0.0	4	3
O=S(=O)(NCCN1CCCCCC1)c1cccc2nsnc12	-0.4	-0.1	3	15
O=[N+]([O-])c1ccc(-n2cnnn2)cc1	0.4	-0.1	14	13
OC(c1ccccc1)(c1ccccc1)C(F)(F)F	-1.1	0.6	26	-3
O=C(Nc1ccc(-c2nc3ccccc3o2)cc1)c1ccccc1[N+](=O)[O-]	0.9	0.1	1	-53
COc1ccc(S(=O)(=O)NC(N)=NCCc2c(C)[nH]c3ccc(F)cc23)cc1OC	0.1	0.3	-4	-5
O=C(NCc1cccs1)c1nn2c(C(F)(F)F)cc(-c3cccs3)nc2c1Cl	-1.0	-0.1	8	-1
COC(=O)Cc1c(C)c2ccc(OCC(=O)N(C)C)c(C)c2oc1=O	-0.4	0.0	-2	-4
COc1ccc(C(CC(=O)O)NC(=O)c2ccccc2F)cc1OC (stereo not given)	0.4	0.1	4	-8
O=C(Nc1ccc2c(c1)OCCO2)c1ccccc1NS(=O)(=O)c1ccc(F)cc1	0.1	0.5	14	3
C=CC[C@@H]1C=C[C@H](O/N=C/[C@@H](C)[C@H](OCc2ccccc2)C(C)C)[C@@H](CO)O1	0.4	-0.1	-8	/
CCOc1cccc2c1OC1(C)C(C(=O)N(C)C)C2NC(=S)N1c1ccc(Br)cc1 (stereo not given)	-0.5	-0.1	4	5
Cc1ccc(NC(=O)NCc2nc(-c3cccc(C)c3)no2)cc1	-2.2	0.7	-6	17

High-throughput results deposited in PubChem by The Scripps Research Institute Molecular Screening Center.
